Source: PubChem BioAssay
PLCb3 inh – human PLC-beta3 inhibitors, primary screen, biochemical, fluorescence; 1-phosphatidylinositol 4,5-bisphosphate phosphodiesterase beta-3 (Homo sapiens), Q01970; Purified PLC-beta3, fluorogenic substrate; inhibition, % at 12.2 µM; hit rate 0.18% among 370,000; AID 720704, 2013; in the data active means inhibition above about 11%;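 further: 0% = median of compound wells on plate and 100% = full blocker control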
hcDAF-12 act – H. contortus DAF-12 nuclear receptor activators, primary screen, cell-based, luminescence, HEK293, lit1-tk-luc reporter; activation, % at 6.8 µM; AID 652067, 2013; HEK293 hcDAF-12 lit1-tk-luc reporter; 0% DMSO, 100% Δ7-dafachronic acid; hit rate 1.4% among 370,000;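 active means activation above the mean of all tested compounds plus 3 SD, cut at about 5.5% in these data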;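 further: 100% = response to 3 µM Δ7-dafachronic acid high control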
PLCg1 inh – PLC-gamma1 enzyme inhibitors, primary screen, biochemical, fluorescence, purified enzyme; 1-phosphatidylinositol 4,5-bisphosphate phosphodiesterase gamma-1 (Homo sapiens), P19174; AID 720700, 2013; hit rate 0.84% among 370,000; fluorogenic substrate; inhibition, % at 12.2 µM; in the data active means inhibition above about 9.5%
DAX1 inh-1 – DAX1 (NR0B1) inhibitors on StAR promoter, primary screen, cell-based, luminescence, SF-1 (NR5A1), full-length DAX-1 | HEK293T StAR-luciferase reporter, SF-1/DAX-1 repression relief | inhibition, % at 6.8 µM | hit rate 1.1% among 370,000 | AID 652010, 2013;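 active means inhibition above the mean over all tested compounds plus 3 SD, cut at about 3.6% in these data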;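 further: 0% = DAX-1 cells with DMSO and 100% = cells lacking DAX-1 with DMSO; higher inhibition means more luminescence from relief of DAX-1 repression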
hgDAF-12 ag – H. glycines DAF-12 receptor agonists, primary screen, cell-based, luminescence, HEK293, GAL4 fusion, UAS-luciferase; activation, % at 6.8 µM; hit rate 1.8% among 370,000; AID 687014, 2013; HEK293 GAL4-hgDAF12 UAS-luciferase reporter, agonist luminescence; normalized to butyrate control;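 active means activation above a cutoff set at the mean of all screened compounds plus 3 SD, cut at about 10% in these data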;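 further: 0% = DMSO wells and 100% = sodium butyrate wells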
sPLA2-III inh – human group III sPLA2 inhibitors, primary screen, biochemical, QFRET, BODIPY PC-A2 liposome substrate; Group 3 secretory phospholipase A2 (Homo sapiens), Q9NZ20; QFRET BODIPY PC-A2 liposome hydrolysis, fluorescence; inhibition, % at 12.2 µM; hit rate 0.56% among 370,000; AID 743126, 2013;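 active means inhibition above mean plus 3 SD of compounds lying within the high and low control bounds, cut at about 19% in these data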;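 further: 0% = median of test compound wells and 100% = no enzyme DMSO wells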
ADAM10 inh – human ADAM10 inhibitors, primary screen, biochemical, QFRET, HTS | Disintegrin and metalloproteinase domain-containing protein 10 (Homo sapiens), O14672 | recombinant ADAM10, EDANS/DABCYL FRET peptide cleavage, 3 h | inhibition, % at 7 µM | hit rate 0.62% among 370,000 | AID 720582, 2013;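 active means inhibition above a per-campaign cutoff equal to the mean of compounds falling between control-based bounds plus 3 SD, cut at about 20% in these data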;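 further: 0% = DMSO wells while the 100% control is not disclosed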
ADAM17 inh – ADAM17 inhibitors, primary screen, biochemical, QFRET; recombinant ADAM17, EDANS/DABCYL FRET peptide cleavage; inhibition, % at 6.95 µM; Disintegrin and metalloproteinase domain-containing protein 17 (Homo sapiens), P78536; AID 720648, 2013; hit rate 0.83% among 370,000;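 active means inhibition above the mean of compounds lying between control limits plus 3 SD, set per campaign, cut at about 8.5% in these data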;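 further: 0% = DMSO-only wells as the low control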
Target sequence (P78536 215-824 limits assumed): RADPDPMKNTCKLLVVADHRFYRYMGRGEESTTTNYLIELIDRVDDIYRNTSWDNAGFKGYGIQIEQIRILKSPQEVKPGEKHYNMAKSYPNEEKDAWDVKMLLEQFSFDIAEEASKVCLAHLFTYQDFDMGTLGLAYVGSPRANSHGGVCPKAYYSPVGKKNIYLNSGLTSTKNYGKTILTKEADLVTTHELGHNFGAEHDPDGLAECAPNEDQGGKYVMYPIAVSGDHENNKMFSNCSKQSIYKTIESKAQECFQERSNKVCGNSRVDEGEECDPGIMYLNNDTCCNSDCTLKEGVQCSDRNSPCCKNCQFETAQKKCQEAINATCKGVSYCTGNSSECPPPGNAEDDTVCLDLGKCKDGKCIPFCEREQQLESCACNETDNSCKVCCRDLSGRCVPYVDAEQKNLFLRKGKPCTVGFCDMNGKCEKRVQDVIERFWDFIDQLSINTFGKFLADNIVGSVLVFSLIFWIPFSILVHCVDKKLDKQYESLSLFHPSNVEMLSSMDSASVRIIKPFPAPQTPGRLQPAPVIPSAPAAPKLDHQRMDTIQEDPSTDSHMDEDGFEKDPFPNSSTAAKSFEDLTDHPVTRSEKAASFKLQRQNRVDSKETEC
DAX1 inh-2 – DAX1 (NR0B1) inhibitors, primary screen, cell-based, HEK293, Gal4-DAX1, luciferase luminescence. Nuclear receptor subfamily 0 group B member 1 (Homo sapiens), P51843. HEK293 Gal4-DAX1 luciferase reporter. inhibition, % at 6.75 µM. hit rate 0.99% among 340,000. AID 504766, 2011;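 active means inhibition above the mean over all tested compounds plus 3 SD, cut at about 4.2% in these data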;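 further: 0% = DAX1-transfected cells with DMSO and 100% = empty-vector control cells with DMSO; inhibition shows as a rise in luminescence from relieved DAX1 repression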
Target sequence (P51843 207-470 limits assumed): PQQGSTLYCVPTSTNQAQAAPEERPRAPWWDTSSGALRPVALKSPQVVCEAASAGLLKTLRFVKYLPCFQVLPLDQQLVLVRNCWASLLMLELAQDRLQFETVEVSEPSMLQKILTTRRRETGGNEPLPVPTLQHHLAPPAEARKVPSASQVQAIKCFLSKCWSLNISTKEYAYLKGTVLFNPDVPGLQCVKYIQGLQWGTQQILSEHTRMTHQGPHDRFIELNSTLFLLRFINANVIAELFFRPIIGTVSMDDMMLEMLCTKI
GAA850 FXN act – FXN promoter activators, primary screen, cell-based, luciferase luminescence, HEK293 lucGAA850; hit rate 0.56% among 360,000; activation, % at 6 µM; HEK293 lucGAA850 FXN promoter luciferase reporter, 24 h; percent of 10 µM SAHA response; AID 540364, 2011;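 active means activation above the average of all compounds screened plus 3 SD, cutoff fixed separately per campaign, cut at about 7.5% in these data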;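 further: 0% = DMSO wells and 100% = 10 µM SAHA wells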
ssDAF12 agonist – S. stercoralis DAF-12 nuclear receptor activators, primary screen, cell-based, luminescence, HEK293, GRIP1 co-expression, lit1-tk-luc; Nuclear hormone receptor DAF-12 (Strongyloides stercoralis); HEK293 ssDAF-12/GRIP1 lit1-tk-luc reporter; % of 3 µM dafachronic acid response; activation, % at 6.8 µM; hit rate 1% among 370,000; AID 652126, 2013;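 active means activation above the mean over all tested compounds plus 3 SD, cut at about 0.9% in these data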;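 further: 0% = DMSO-only wells and 100% = 3 µM delta7-dafachronic acid wells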
Numbers without * were called inactive; x = not tested or not shown. Outcome played no part in choosing rows; any-hit rate near 6.9%.

SMILES	PLCb3 inh	hcDAF-12 act	PLCg1 inh	DAX1 inh-1	hgDAF-12 ag	sPLA2-III inh	ADAM10 inh	ADAM17 inh	DAX1 inh-2	GAA850 FXN act	ssDAF12 agonist
Cc1ccc(CN2CCN(/N=C/c3ccc(Cl)c([N+](=O)[O-])c3)CC2)cc1	2	-1.3	2	-0.9	1.2	-2	-5	-1	3.1	0.1	-0.5
CN(CCCOC(=O)c1occ2ccccc12)C1CN(Cc2cn(Cc3ccccc3Cl)nn2)S(=O)(=O)C1 (stereo not given)	0	-1.6	0	0.5	2.2	-19	2	-3	x	x	-1.8
CCCC(=O)N1CCCC(c2cc(C(=O)NCc3ccccc3)no2)C1 (stereo not given)	3	0.8	2	1.3	3.5	6	-12	-2	x	1.8	-0.4
Cc1cccc(Nc2nc(N)nc(CSc3nccc(C)n3)n2)c1	3	-0.6	5	-0.3	0.6	-2	0	1	1.1	1.2	-0.8
Cc1cc(NC(=O)CCC(=O)N(Cc2cccnc2)C(C(=O)NC(C)(C)C)c2ccccc2Cl)no1 (stereo not given)	-7	-1.4	-2	-0.1	0.5	6	-1	-3	1.2	-0.1	-1.3
COC(=O)c1oc(-c2ccc(Cl)cc2)nc1C	-1	-0.6	2	-0.1	0.0	-1	-1	-1	-0.5	1.6	-1.0
O=C(c1ccc(COc2ccccc2Br)o1)N1CCCCCC1	1	1.2	2	0.9	-0.3	-14	0	1	1.0	3.3	-1.8
COc1ccc(-c2ccc(/C=C3\C(=O)N(c4ccccc4)N=C3c3ccccc3)o2)c([N+](=O)[O-])c1	3	-0.4	1	-0.1	-2.6	4	-4	-3	1.8	-1.3	-0.9
O=C(CSc1nc(-c2ccccc2)cs1)N1CCc2ccccc21	3	-0.9	-1	-0.3	1.3	5	-8	-4	1.1	-0.5	-1.4
CCN(CC(=O)Nc1ccccc1OC)C(=O)COc1ccc(C#N)cc1	-3	0.3	1	-0.6	2.7	4	4	-1	-1.0	2.7	-0.2
CSc1ncccc1C(=O)N1CCCC(CCC(=O)NCc2ccc(F)c(F)c2)C1 (stereo not given)	1	1.4	1	0.0	-0.7	3	0	1	-1.7	0.3	-1.1
O=C(CNc1ccc(Cl)cc1)NNC(=S)NCc1ccccc1	-7	-0.6	-1	0.1	-2.1	25*	13	2	-0.8	-0.6	-1.7
O=C(NC1CCCCC1)c1cc(-c2ccc(O)cc2)on1	-4	3.9	0	1.8	9.1	-20	-2	2	0.4	2.9	-0.4
CC1CCCCC1N=C1NC(C)(C)CS1 (stereo not given)	1	-1.4	-1	-0.2	0.1	0	-4	-3	-2.9	-0.8	-0.5
Cc1ccc(NC(=O)C2(C)CCN2Cc2ccccc2OC(F)F)cc1 (stereo not given)	5	-2.3	2	-0.2	-3.8	0	5	4	x	-1.6	-1.6
CNC(=O)CN1C(=O)NC(c2ccccc2)(c2ccccc2)C1=O	-3	-1.2	0	0.2	-1.4	-3	-7	1	0.2	0.0	-1.1
O=C(NCC(=O)N1CCN(c2ccccc2)CC1)c1ccc(Br)o1	-6	-1.5	1	2.0	-1.4	3	-8	0	1.2	1.8	-0.5
CCC(=O)N1CCc2cc(Br)cc(S(=O)(=O)N3CCN(C(=O)c4ccco4)CC3)c21	0	1.2	2	0.6	1.0	4	-36	-3	0.0	0.1	-1.5
N#CCCN(C(=O)COC(=O)c1ccc(S(=O)(=O)N2CCCC2)cc1)c1cccc(Cl)c1	-7	-1.9	1	2.9	-0.5	-4	-4	2	-0.1	-1.4	-1.3
O=C(Nc1nnc(-c2ccccc2F)s1)C1CCCO1 (stereo not given)	3	3.6	2	2.7	6.3	3	4	-4	-0.3	4.2	-0.5
Cc1nn(-c2ccccc2)c(C)c1/C=N/NC(=O)c1cccs1	-6	-0.3	-5	0.8	6.3	10	-4	-2	1.4	1.7	-0.8
CC(NCCC(Cc1ccccc1)c1ccco1)c1ccccc1 (stereo not given)	-9	-0.5	1	-0.1	0.7	16	-11	-4	3.8	-3.2	-2.1
Cn1c(SC/C=C/c2ccccc2)nnc1-c1cccnc1	9	-0.9	12*	-0.3	2.1	10	3	1	x	x	-1.8
Cc1ccc(C)c(NC(=O)CN(C)C(=O)c2ccccc2OCc2ccc(Cl)cc2)c1	-7	-1.1	3	-2.3	-0.6	10	-7	-5	-0.9	-0.2	-1.3
COc1ccc(C(C(=O)NC2CCCC2)N(C(=O)c2ccco2)c2cccc(C(C)=O)c2)cc1OC (stereo not given)	-5	0.1	1	-0.2	2.5	2	2	5	1.9	0.9	-0.7
Cc1ccc(CN2CC(=O)N3[C@H]4c5cc(C)ccc5OC[C@@H]4[C@H](c4ccccc4)[C@]3(C)C2=O)cc1	0	-0.9	-3	0.1	0.8	-1	3	1	-0.1	1.4	-1.1
O=C1CC(Nc2ccc(N3CCOCC3)cc2)C(=O)N1CCc1ccccc1 (stereo not given)	-16	-1.7	-12	-0.9	-0.5	-10	2	-1	-0.7	-0.2	-1.4
Cc1cc(C)n(CC(=O)N2c3ccccc3Sc3ccc(C(F)(F)F)cc32)n1	1	1.5	6	-0.3	-0.7	-4	8	5	-0.3	1.4	-0.9
O=S(=O)(c1ccccc1OC(F)(F)F)N1CCN(c2ccnc3cc(Cl)ccc23)CC1	-7	-2.0	-3	-1.8	-1.7	-7	6	0	-1.4	-0.7	-0.7
Cc1cccnc1CCNC(=O)CCc1nnc(-c2ccccc2)o1	-1	-0.4	0	-0.8	5.4	4	-2	-2	-1.2	1.8	-1.8
O=C(Cn1c(=O)c(=O)n(Cc2ccccc2)c2ccc(Cl)cc21)Nc1ccc(F)cc1F	-5	-0.6	-3	0.5	-0.9	3	-13	-5	-0.1	2.9	-1.1
Cc1ccccc1OCC(=O)OCC(=O)NCC1CCCO1 (stereo not given)	-2	-1.8	-3	-0.9	-1.2	1	-2	-1	-0.7	0.3	-1.7
CC(/C=C1\SC(=S)N(NC(=O)c2ccccc2C)C1=O)=C\c1ccccc1	-4	-3.8	-3	-0.2	-1.0	-8	9	1	-0.6	1.1	-0.9
Cc1ccc(Cl)c(NC(=O)CSc2n[nH]c(=O)n2C2CC2)c1Cl	-4	-2.0	-149	1.2	0.2	6	-3	3	-0.7	-1.4	-1.4
Cc1ccc(C)c(OC(=O)c2cccnc2Cl)c1C	-8	-0.3	0	0.2	2.2	-3	-2	2	-0.5	2.7	-1.4
O=C(COc1ccc2ccccc2c1)NCCc1ccc2c(c1)OCCO2	-1	1.2	6	0.1	2.4	-10	4	2	1.5	3.7	-0.6
CC(=O)OC[C@H]1O[C@H](C#Cc2ccc(C(C)(C)C)cc2)C=C[C@H]1OC(=O)Nc1ccccc1	3	-0.1	-1	0.4	2.9	-13	-4	0	x	x	-1.2
COc1cccc(CN2CCN(C3CCOCC3)CC2CCO)c1 (stereo not given)	3	1.3	1	-0.2	-1.8	-1	3	-2	1.6	2.7	0.7
CCNc1nc(NCC)nc(N2CC(=O)N(CC(=O)OCC)C2=N)n1	1	0.3	3	0.8	0.8	0	4	2	1.0	-0.3	-1.3
CN1CCN(NC(=O)c2c(-c3ccccc3)sc3ccccc23)CC1	5	1.5	1	0.2	1.6	-2	-2	-1	1.4	0.3	-0.5
COc1cc(C(=O)ON=C2C(C)=CC(=O)C=C2C)cc(OC)c1OC	-1	-0.5	8	-0.4	-2.6	-10	-4	6	3.2	-2.3	-1.6
O=C(COC(=O)c1ccco1)Nc1ccccc1[N+](=O)[O-]	0	-1.6	2	1.0	1.0	5	-8	-5	-0.8	0.0	-1.0
COC(=O)c1c(SCc2cccc3ccccc23)nc(=O)[nH]c1C	-6	0.1	0	-0.2	-3.5	-32	-5	-2	-0.2	1.9	-1.4
CCOc1cc(N2CCOCC2)c(OCC)cc1NC(=O)c1cc(S(=O)(=O)N2CCOCC2)ccc1Cl	-4	-0.9	0	-0.9	-0.7	-1	-4	-3	1.2	1.0	-0.1
Nc1nc(N)nc(-c2ccc(Cl)cc2)n1	7	-0.1	7	2.5	8.2	4	5	1	1.4	3.4	-1.0
COCCn1cnc2c1c(=O)n(CC(=O)OCC(=O)NCC(F)(F)F)c(=O)n2Cc1ccccc1	1	0.0	-4	0.3	0.1	-5	-1	-2	0.3	2.7	-1.4
CC(=O)C1CCCN(C(=O)c2ccc3oc(CCc4ccccc4)nc3c2)C1 (stereo not given)	-10	7.0*	0	3.9*	4.0	-7	-6	-6	0.9	5.1	0.5
O=C(NCc1ccccc1Cl)C(=O)NCC1OCCN1S(=O)(=O)c1cccs1 (stereo not given)	-5	-2.0	0	0.0	-1.5	-1	-5	-2	2.2	2.4	-1.7
COc1ccccc1CNC(=O)C[C@@H]1C[C@H]2c3cc(NC(=O)c4ccc5c(c4)OCO5)ccc3O[C@H]2[C@@H](CO)O1	2	2.4	1	-1.1	1.3	1	-2	-1	0.7	1.6	-0.5
C=CCn1c(=NC(=O)C2CC2)sc2cc(NC(C)=O)ccc21	-67	3.5	-52	0.1	3.8	0	-164	-41	1.6	0.8	-0.3
NC(=O)c1ccccc1NC(=O)CCn1c(=S)oc2ccccc21	-5	1.2	-4	0.5	3.0	-1	-12	-2	1.3	0.8	-1.1
CS(=O)(=O)c1nc(-c2ccc(F)cc2)cc(C(F)(F)F)n1	-3	-0.1	-1	-0.9	-5.7	9	-34	-7	-3.5	39*	-1.4
COc1ccc(/C=N/n2c(=O)[nH]c3c([nH]c4ccc(Br)cc43)c2=O)cc1CN1CCOCC1	-1	-0.7	-3	-0.2	2.8	5	-16	-9	1.2	-1.3	-1.0
